# Source: PubChem (several laboratories)
# MsrA act: bovine methionine sulfoxide reductase A activation; purified bovine MsrA, absorbance read-out; activation, % at 10.6 µM; actives 0.3% (n = 360,000); AID 602163; in the data active = activation above about 7.5%;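 note: 0% = vehicle and 100% = reference activator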
# CSN inh: inhibitors of human CSN-mediated cullin deneddylation. Q92905. actives 0.38% (n = 360,000). inhibition, % at 12.5 µM. Purified CSN, SCF-Nedd8-OG deneddylation, fluorescence polarization. AID 651999;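 active = pattern-corrected inhibition above about 35%, with an unprinted fluorescence ratio check between 0.5 and 1.5, limit read from the data, passing the limit was not always enough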;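 note: 0% = enzyme with substrate and 100% = substrate without enzyme; some results filed as inactive read as strong as hits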
#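 Schedule: reaction 90 min, room temperature / Assay system: HEK293T-derived human Csn5 enzyme / Input: Csn5 at 0.24 nM final / Measure: inhibition of Csn5 cleavage, % / Control set: substrate-only high control, full reaction low control / Technique: fluorescence polarization of the substrate / Buffer or medium: Tris/NaCl/DTT buffer, pH 7.5 / Reagent: SCFSkp2-Nedd8OG substrate at 10 nM final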
# eLon inh: inhibitors of E. coli Lon protease | purified E. coli Lon protease, fluorescence polarization | inhibition, % at 7.94 µM | actives 0.42% (n = 360,000) | AID 602123; in the data active = inhibition above about 13%, passing the limit was not always enough;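 note: 0% = enzyme with probe and DMSO and 100% = no enzyme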
# Rpn11 inh: Rpn11 (human) deubiquitinase inhibition | O00487 | human 26S proteasome, Ub4-pepOG fluorescence polarization; 20S core pre-blocked with epoxomicin | calls only at 20 µM | actives 0.59% (n = 360,000) | AID 588493;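 active = inhibition at 20 µM, scaled to each plate's controls, above about 33%, limit read from the data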
# MsrA inh: inhibits bovine methionine sulfoxide reductase A; purified bovine MsrA, absorbance read-out; inhibition, % at 15.5 µM; AID 651718; actives 0.75% (n = 360,000); in the data active = inhibition above about 4.5%;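 note: 0% = vehicle wells with enzyme and 100% = reference inhibitor wells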
# MLLE-PAM2 inh: blocks PAM2 peptide binding to the PABP1 MLLE domain; actives 0.36% (n = 360,000); AID 588489; GST-MLLE / FITC-PAM2 fluorescence polarization; P11940; inhibition, % at 20 µM; in the data active = inhibition above about 35%, passing the limit was not always enough;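 note: plate controls were DMSO wells with GST-MLLE for no effect and wells lacking GST-MLLE protein for full effect; some results filed as inactive read as strong as hits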
# FAS-TE inh: blocks the thioesterase domain of human fatty acid synthase | P49327 | recombinant FAS-TE, OMFH fluorogenic substrate, fluorescence endpoint | inhibition, % at 15 µM | actives 0.67% (n = 360,000) | AID 602261;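 active = compounds whose normalised, plate-corrected inhibition of enzyme fluorescence in the single-dose primary screen is 50% or more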;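 note: 0% = DMSO with enzyme and 100% = substrate without enzyme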
# Rin1-Abl PPI inh: human Rin1-Abl interaction inhibition | TR-FRET Rin1/Abl binding, biochemical | inhibition, % at 7.35 µM | actives 0.4% (n = 360,000); in the data active = inhibition above about 5%, passing the limit was not always enough
# MT1-MMP act inh: blocks activation of human MT1-MMP; P50281; HT1080 RFP-PRO-GFP cells, GFP/RFP ratio fluorescence, overnight; percent of plate control window, DMSO zero; GFP/RFP ratio change, % at 20 µM; actives 0.061% (n = 360,000); AID 651647;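 active = GFP/RFP ratio change of at least 30% with cell ATP level not reduced by more than half and red fluorescence within 50% of control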; note: strong numbers were not always called active
#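 Assay system: RFP-PRO-GFP reporter HT1080 cells; read-out basis: GFP/RFP fluorescence ratio; benchmarks: DMSO wells and RFP-L50D-GFP cells; doses: 20 µM single dose, 1% DMSO; schedule: overnight cell settling, then overnight compound exposure, 37 °C, 5% CO2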
# Starred values were filed as active, the others as inactive; i = inactive.
no.	compound	MsrA act	CSN inh	eLon inh	Rpn11 inh	MsrA inh
1	CCOC(=O)CNC(=O)CSc1ncnc2c1cnn2-c1ccccc1	-2	3	-7	i	-1.0
2	Cc1ccsc1CN(C)CC(=O)N(C)CC(=O)Nc1c(Cl)cccc1Cl	-5	3	-6	i	2.0
3	CCC(C)(NC(=O)c1cccc(N2C(=O)CSC2c2ccccc2)c1)C(=O)Nc1ccccc1C (stereo not given)	-8	4	3	i	-0.7
4	COC(=O)c1ccc(CSc2ccccc2NC(=S)Nc2cccc(C(F)(F)F)c2)o1	0	0	-7	i	-0.9
5	CCOC(=O)c1nc(NCc2ccccc2)c2ccccc2n1	-5	-1	-1	i	-0.1
6	O=C(O)CCCC(=O)Nc1ccccc1C(=O)N1CCOCC1	-6	-2	4	i	1.2
7	Cc1cc(C)n2nc(SCc3ccccc3C(=O)O)nc2n1	0	2	-4	i	0.1
8	CC1=NNC(=O)C1Cc1c(Cl)cccc1Cl (stereo not given)	-6	1	14	i	-1.9
9	COc1ccccc1/C=N/n1c(N)c(S(=O)(=O)c2cccs2)c2nc3ccccc3nc21	-5	-3	11	i	0.1
10	O=C1c2ccccc2C(=O)N1CSc1nnc(Nc2ccccc2)s1	-7	-2	-6	i	0.9

no.	MLLE-PAM2 inh	FAS-TE inh	Rin1-Abl PPI inh	MT1-MMP act inh
1	5	-12	-7	4
2	11	-7	-2	0
3	2	-8	1	-4
4	25	20	-4	3
5	-7	-2	2	0
6	4	-5	0	2
7	12	-3	3	0
8	-12	-10	1	1
9	3	26	-1	5
10	-33	-4	0	-3

# Next structures follow.
no.	compound	MsrA act	CSN inh	eLon inh	Rpn11 inh	MsrA inh
11	CC1(C)CC(NC(=O)C2CCN(S(=O)(=O)c3ccccc3C(F)(F)F)CC2)CC(C)(C)N1	-3	-9	1	i	-0.4
12	O=C(Nc1ccc(C(=O)O)cc1)/C(=C\c1ccco1)NC(=O)c1ccccc1	-5	8	-13	i	3.4
13	COc1ccc(-c2coc3cc(O[C@@H]4O[C@H](CO)[C@@H](O)[C@H](O)[C@H]4O)c(OC)cc3c2=O)cc1	-4	1	-1	i	2.2
14	Cc1cc(=O)oc2cc(OCC(=O)N3c4ccccc4CC3C)ccc12 (stereo not given)	-3	3	-9	i	0.8
15	O=C(COc1ccc(Cl)cc1)Nc1cccc(-c2ccc(N3CCOCC3)nn2)c1	-3	-6	-3	i	0.0
16	COc1ccc(C(C(=O)NC(C)C)N(C(=O)CCC(=O)Nc2nccs2)c2ccccc2F)cc1 (stereo not given)	-8	-3	-8	i	0.1
17	CC(C)COC(=O)n1c(SCC(=O)N(C)C)nc2ccccc21	-3	1	4	i	-0.1
18	C[C@@H](C(=O)Nc1ccc2ccccc2c1)[C@@H]1C[C@@]1(C)[C@@H](NC(=O)c1ccccc1)c1ccccc1	-1	1	-6	i	-0.7
19	CCOc1cc(CNCCN(C)C)c(Cl)cc1OCC(=O)NCCc1ccccc1	2	-2	-2	i	0.8
20	O=C(CO)C(O)C(O)C(O)CO (stereo not given)	-4	-1	0	i	-1.0

no.	MLLE-PAM2 inh	FAS-TE inh	Rin1-Abl PPI inh	MT1-MMP act inh
11	15	-6	-1	0
12	-7	-9	-2	-6
13	-8	-6	3	4
14	-15	2	-2	-7
15	1	6	1	11
16	-6	-9	1	3
17	13	-10	2	3
18	-5	39	5	-1
19	-13	-2	-5	2
20	-2	-3	0	1

# (more compounds)
no.	compound	MsrA act	CSN inh	eLon inh	Rpn11 inh	MsrA inh
21	COc1ccccc1Nc1cc(N2CCOCC2)c2nonc2c1[N+](=O)[O-]	-15	-3	-5	i	1.4
22	COc1ccc(C(=O)N2CC3(CC(c4cccc(NC(=O)CC(c5ccccc5)c5ccccc5)c4)=NO3)C[C@H]2C(N)=O)cc1 (stereo not given in full)	1	-2	-9	i	2.9
23	COc1cc(OC)cc(C(=O)Nc2ccccc2C(=O)NCc2cccnc2)c1	-10	2	-7	i	-0.5
24	Cn1c(C(=O)Nc2ccc3c(c2)OCO3)cc2sccc21	-1	2	1	i	1.7
25	COC(=O)CN(c1nc(C)c(Br)c(OC)n1)S(=O)(=O)c1ccc(C)cc1	0	1	-4	i	0.0
26	Cc1nn(C)c2c(=O)c(=O)c2n(C)[nH]1	-2	-2	5	i	-0.3
27	N#C/C(=C\c1cn(CC(=O)N2CCCCC2)c2ccccc12)C(=O)NCc1ccc2c(c1)OCO2	-6	4	-16	i	1.1
28	O=C(Nc1cccc(S(=O)(=O)Nc2ccccc2Cl)c1)c1ccc(N2CCCC2)c([N+](=O)[O-])c1	-4	1	-6	i	1.4
29	COc1ccc(C)cc1NC(=O)CSc1nnc(-c2cc(C)[nH]n2)n1N	-1	1	-2	i	0.2
30	COc1ccc(CNC(=O)c2ccc3c(c2)NC(=O)C(C)S3)cc1 (stereo not given)	-1	9	-17	i	0.5

no.	MLLE-PAM2 inh	FAS-TE inh	Rin1-Abl PPI inh	MT1-MMP act inh
21	-12	4	0	-1
22	11	13	1	4
23	0	-3	-1	-5
24	-11	12	-2	3
25	10	28	1	-1
26	-9	-5	1	4
27	-6	34	0	-1
28	5	32	-1	2
29	-8	-4	2	-2
30	-3	-1	1	-1

# Shown with values under each structure: part of the list above.
# Every second line gives: MsrA act, CSN inh, eLon inh, Rpn11 inh, MsrA inh, MLLE-PAM2 inh, FAS-TE inh, Rin1-Abl PPI inh, MT1-MMP act inh
(9) COc1ccccc1/C=N/n1c(N)c(S(=O)(=O)c2cccs2)c2nc3ccccc3nc21
 : -5, -3, 11, i, 0.1, 3, 26, -1, 5
(22) COc1ccc(C(=O)N2CC3(CC(c4cccc(NC(=O)CC(c5ccccc5)c5ccccc5)c4)=NO3)C[C@H]2C(N)=O)cc1 (stereo not given in full)
 : 1, -2, -9, i, 2.9, 11, 13, 1, 4

# The list goes on:
no.	compound	MsrA act	CSN inh	eLon inh	Rpn11 inh	MsrA inh
31	COc1cc(NC(=O)C2CCN(S(=O)(=O)c3ccc(Cl)cc3)CC2)ccc1-n1cnnn1	1	-8	-5	i	0.1
32	O=C(/C=C/c1ccccc1Cl)OCC(=O)N1CCc2ccccc21	-2	-4	0	i	-0.3
33	O=C(O)CCc1ccc(-c2ccccc2)n1-c1cccc(O)c1	-4	6	-10	i	0.1
34	CCCCCc1ccc(-c2nnc(N)s2)cc1	-1	-7	-8	i	0.0
35	CC(C)(C)c1nnc(N/N=C/c2ccc(O)cc2)n(N)c1=O	-5	-1	0	i	0.4
36	CN(C)c1nc(N2CCN(c3ccccc3)CC2)c(C#N)c(=O)o1	1	1	2	i	-0.5
37	CCN(C(=O)COC(=O)c1cccnc1SC)c1c(N)n(Cc2ccccc2)c(=O)[nH]c1=O	3	-4	0	i	1.5
38	CCCCC1CCC(c2ccc(C(N)=O)cc2)CC1 (stereo not given)	-7	5	10	i	0.5
39	O=C(NCC1CCCCC1)c1ccco1	5	-5	-6	i	-0.9
40	CC(=O)Nc1ccc(-n2c(=O)c3ccccc3c3ccccc3c2=O)cc1	-9	-1	-13	i	-0.3

no.	MLLE-PAM2 inh	FAS-TE inh	Rin1-Abl PPI inh	MT1-MMP act inh
31	4	12	-1	0
32	2	12	-4	-3
33	17	-6	0	-9
34	9	0	4	12
35	7	-1	-3	-3
36	-5	17	3	2
37	-26	-5	4	-4
38	4	-10	3	0
39	-6	-2	2	-2
40	-30	8	1	2

# Continued.
no.	compound	MsrA act	CSN inh	eLon inh	Rpn11 inh	MsrA inh
41	CCc1nnc(N/N=C/c2ccc(N3CCC(C)CC3)c([N+](=O)[O-])c2)n1N	5	-7	-4	i	2.0
42	Cn1c(=O)n(CC(=O)O)c(=O)c2c1nc1n2CCCN1CCc1ccccc1	-3	1	-8	i	-0.8
43	CCCCCC(=O)N1C[C@@H](O)[C@H](n2cc(-c3ccc(F)cc3)nn2)C[C@@H]1c1ccc(C)cc1	-1	-3	-5	i	0.6
44	Cc1ccc(-c2ccc(=O)n(CC(=O)NCCN(C)C)n2)cc1	-3	-6	-2	i	0.1
45	CN(C)c1ncnc2c1ncn2[C@H]1CN(C2CCCC2)C[C@@H](CO)O1	-1	-4	7	i	0.3
46	CC(C)(C)C(=O)N1CCN(c2c(Cl)cccc2[N+](=O)[O-])CC1	-1	0	6	i	0.7
47	COCCN(C(=O)COC(=O)CCCOc1ccc(OC)cc1)c1c(N)n(Cc2ccccc2)c(=O)[nH]c1=O	-2	3	-6	i	1.0
48	CC(C)OCCCn1c(=O)c2ccccc2n2c(CCC(=O)N3CCN(c4ccccn4)CC3)nnc12	1	0	-2	i	0.1
49	Cc1cc(Br)cc(Cl)c1OC(=O)c1ccncc1	-4	0	-2	i	-0.4
50	O=[N+]([O-])c1cc(-c2ccc(/C=N\n3cnnc3)o2)cc([N+](=O)[O-])c1	-2	3	3	i	4.4

no.	MLLE-PAM2 inh	FAS-TE inh	Rin1-Abl PPI inh	MT1-MMP act inh
41	-5	5	-3	11
42	12	-6	1	0
43	0	10	-1	4
44	-8	-7	-4	7
45	16	-8	-5	-1
46	7	1	2	10
47	0	-6	-2	0
48	10	-6	3	1
49	-1	7	-5	-2
50	0	5	0	1

# The listing continues.
no.	compound	MsrA act	CSN inh	eLon inh	Rpn11 inh	MsrA inh
51	CC(=O)c1ccc(OC2(C)CCN(Cc3ccc(OC(F)(F)F)cc3)C2)cc1 (stereo not given)	-3	-4	-3	i	1.0
52	O=C(CCNC(=O)c1ccccc1)NC1CCCc2ccccc21 (stereo not given)	2	-1	-16	i	0.6
53	COc1ccc(-c2cc(C(F)(F)F)nc(NC3CCCC3)n2)cc1OC	-5	-3	7	i	1.1
54	Cc1ccc(C(=O)COC(=O)CCC(=O)Nc2cccc(Cl)c2)cc1[N+](=O)[O-]	-4	-2	11	i	-0.4
55	Cc1c(C(=O)CN2CCOCC2)[nH]c2ccccc12	-12	-5	-12	i	1.4
56	COc1cc(C2=NOC(C(=O)NC3CCCCC3)C2)cc(OC)c1OC (stereo not given)	-5	-4	-4	i	0.7
57	Cc1ccc(NC(=O)CSc2ccc(-c3ccccn3)nn2)c(C)c1	-3	-3	-21	i	0.8
58	CC(CSC(=O)c1ccccc1)C(=O)N1c2ccccc2CC1C(=O)O (stereo not given)	-3	5	0	i	1.5

no.	MLLE-PAM2 inh	FAS-TE inh	Rin1-Abl PPI inh	MT1-MMP act inh
51	11	12	-3	1
52	7	-2	-1	-1
53	-8	30	2	-12
54	-4	1	0	1
55	-6	-5	-6	-4
56	-2	-2	-1	1
57	-2	-5	1	8
58	10	10	5	-1

# An excerpt of these results, field by field:
53	COc1ccc(-c2cc(C(F)(F)F)nc(NC3CCCC3)n2)cc1OC
  MsrA act: -5	CSN inh: -3	eLon inh: 7	Rpn11 inh: i	MsrA inh: 1.1	MLLE-PAM2 inh: -8	FAS-TE inh: 30	Rin1-Abl PPI inh: 2	MT1-MMP act inh: -12
54	Cc1ccc(C(=O)COC(=O)CCC(=O)Nc2cccc(Cl)c2)cc1[N+](=O)[O-]
  MsrA act: -4	CSN inh: -2	eLon inh: 11	Rpn11 inh: i	MsrA inh: -0.4	MLLE-PAM2 inh: -4	FAS-TE inh: 1	Rin1-Abl PPI inh: 0	MT1-MMP act inh: 1
55	Cc1c(C(=O)CN2CCOCC2)[nH]c2ccccc12
  MsrA act: -12	CSN inh: -5	eLon inh: -12	Rpn11 inh: i	MsrA inh: 1.4	MLLE-PAM2 inh: -6	FAS-TE inh: -5	Rin1-Abl PPI inh: -6	MT1-MMP act inh: -4
